Screens deposited in PubChem BioAssay by Southern Research Specialized Biocontainment Screening Center.
H37Rv inhibition: M. tuberculosis growth inhibition, HTS (AID 449762); M. tuberculosis H37Rv growth inhibition, 7H9 media; higher % means a stronger effect; one-dose inhibition, % at 25 µM; IC50 in µM for titrated hits; 0.59% of 330,000 active; in the data active = a potency from the dose series; inconclusive = inhibition above about 70% without an active follow-up result;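 also: bacterial growth assessed after seven days of incubation; strong numbers were not always called active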
tuberculosis growth: growth inhibition of non-replicating M. tuberculosis (AID 488890); Mycobacterium tuberculosis non-replicating, growth inhibition; higher % means a stronger effect; one-dose inhibition, % at 25 µM; IC50 in µM for titrated hits; 0.39% of 320,000 active; in the data active = a potency from the dose series; inconclusive = inhibition mostly from about 82% at the one dose, without a potency; inactive = the rest, 99 in 100 with inhibition below about 76%;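 also: plate controls were DMSO cells for no effect and high antibiotic wells for full effect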
inhibitors of VEEV: inhibitors of VEEV TC-83 cytopathic effect, confirmation, Vero cells (AID 588727); Vero cells, VEEV TC-83 cytopathic effect inhibition; higher % means a stronger effect; inhibition, % at 20 µM; hits with a dose series show IC50 in µM; 0.13% of 350,000 active; in the data active = a potency from the dose series; inconclusive = inhibition mostly from about 14% at the one dose, without a potency; inactive = the rest, 99 in 100 with inhibition below about 12%; also: strong numbers were not always called active
Salmonella PhoP GFP: PhoP regulon inhibitors, Salmonella typhi PhoP promoter GFP reporter, confirmatory (AID 1850). Salmonella Typhi PhoP-promoter GFP reporter, fluorescence, 4 h; higher % means a stronger effect. inhibition, % at 50 µM; hits with a dose series show IC50 in µM. 0.33% of 310,000 active; in the data active = a potency from the dose series; inconclusive = inhibition mostly from about 25% at the one dose, without a potency; inactive = the rest, 99 in 100 with inhibition below about 19%;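 also: 0% = induced wells with vehicle and 100% = uninduced wells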
influenza NS1A: H1N1 influenza NS1A inhibitors, functional cell based assay (AID 504329) | one-dose inhibition, % at 12.5 µM; IC50 in µM for titrated hits | NS1A functional cell-based assay, percent inhibition; higher % means a stronger effect | 0.3% of 340,000 active; in the data active = a potency from the dose series; inconclusive = inhibition above about 27% without an active follow-up result; also: strong numbers were not always called active
inhibitors of VEEV 10K pilot screen: also measured in inhibitors of VEEV; calls as there; inhibition, %; measured here: 10K pilot screen inhibition
The depositor's hits bear a star; i = inactive; ? = inconclusive; / = no result given.

SMILES | H37Rv inhibition | tuberculosis growth | inhibitors of VEEV | Salmonella PhoP GFP | influenza NS1A | others
COc1ccccc1N1CCN(C(=O)c2cc3c(s2)CCCCC3)CC1 | 0% | 18% | 6.4% | 1% | -3%
CCOc1ccc(C(=O)/C=C/c2ccc(OC)c(OC)c2)cc1 | ? | 66% | 4.5% | 16% | 12%
CC(=O)c1cccc(NC(=O)Cn2cnc(S(=O)(=O)N3CCCC3)c2)c1 | -6% | -13% | i | -14% | -5%
CCOC(=O)COc1ccsc1C(=O)OC | 7% | 34% | 2.0% | -6% | 0%
COC(=O)c1cc2c(cc1N)OCCO2 | -7% | -2% | 1.1% | 1% | 10%
COc1cccc(C(=O)C2CCCN(C(=O)c3ccccn3)C2)c1 (centres undefined) | 5% | 4% | 0.6% | 1% | -2%
O=C(Nc1ccccc1C(=O)NC1CC1)c1ccccc1F | -5% | 26% | i | / | -2%
CCOc1ccc(N2C(=O)C(Cl)=C(N3CCOCC3)C2=O)cc1 | 53% | ? | i | -2% | 5%
CN1C(=O)C(CC(=O)Nc2ccc(F)cc2)N(Cc2ccco2)C1=S (centres undefined) | -7% | 14% | 1.5% | 1% | 6%
COc1ccccc1N1CCN(C(=O)COc2ccc(Cl)cc2Br)CC1 | 24% | 12% | 5.1% | -5% | -14%
Cc1ccc(S(=O)(=O)Nc2cccc(C(=O)NCC3CCCO3)c2)cc1F (centres undefined) | -3% | -2% | 2.5% | -1% | -10%
O=S(=O)(Nc1ccc(Cc2ccncc2)cc1)c1ccc(Cl)c(Cl)c1 | -4% | 21% | i | 4% | -1% | inhibitors of VEEV 10K pilot screen=1.2
CCOC(=O)c1sc2ncnc(N3CCN(c4ccc(OC)cc4)CC3)c2c1C | -5% | 21% | 3.2% | -4% | 11%
N#Cc1nc(-c2ccccc2Cl)oc1NCc1ccco1 | -2% | 0% | i | -8% | 1%
Cc1cc(N2CCN(C)CC2)nc(N2CCOCC2)n1 | -2% | -5% | 1.5% | -4% | 4%
O=C(Nc1ccc2c(c1)CCC2)c1c(F)cccc1Cl | -5% | 2% | 2.4% | 2% | 2%
CCCc1cc2nnc(SCC(=O)N(C)C3CCCCC3)n2c(N)n1 | 14% | -7% | 0.2% | -2% | 10%
CCCCC1CCC(C(=O)N(CCCC)c2c(N)n(CCCC)c(=O)[nH]c2=O)CC1 (centres undefined) | -10% | 46% | 0.8% | 0% | -2%
Cc1ccc(C)c(NC(=O)CCN2C(=O)[C@@H]3Cc4ccccc4CN3C2=O)c1 | 3% | -5% | i | -2% | -13%
O=C1CC(N2CCN(CCc3ccccn3)CC2)C(=O)N1c1ccc(Cl)cc1 (centres undefined) | -5% | 31% | i | -3% | 19%
Nn1c(SCC(=O)Nc2cccc(Br)c2)nnc1C1CC1 | -1% | -9% | 0.4% | / | -2%
Cc1ccnc(NC(=O)c2ccc(S(=O)(=O)N3CCCC3)cc2)c1 | -2% | -6% | 3.0% | 2% | -12%
COc1ccc(C2=NN(c3ccc(C(=O)O)cc3)C(c3ccc(OC)c(OC)c3)C2)cc1 (centres undefined) | 6% | -6% | i | -5% | -26%
N#CC12COC3(CCCCC3C1(C#N)C#N)OC2=N (centres undefined) | -2% | 7% | 2.0% | 4% | -18%
CN(CC(=O)Nc1c(Cl)cccc1Cl)C(=O)c1cccc(-n2cccc2)c1 | 3% | 26% | 1.9% | -4% | -11%
O=C(NCc1ccc(Cl)cc1)c1cccnc1 | 1% | 58% | 0.7% | -3% | 10%
COc1cc(NC(=O)c2ccc(C)cc2)ccc1NC(=O)c1cc2ccccc2o1 | -5% | -6% | 0.8% | 0% | 2%
N#CC(c1cccc(Cl)c1)c1ccc2c(C(F)(F)F)cc(C(F)(F)F)nc2n1 (centres undefined) | 99% | ? | 13% | 13% | 21%
COc1ccc(CC(NC(C)=O)C(=O)NC2CCN(C(=O)c3cnccn3)CC2)cc1 (centres undefined) | -6% | -16% | 0.4% | 11% | -6%
COc1ccc(-c2ccc(C(=O)C3CC3)cc2)cc1 | 5% | 31% | 0.8% | -8% | -30%
CN(C)C(=O)N1CCCC(C(=O)NCc2cccs2)C1 (centres undefined) | 0% | -10% | i | -5% | -2%
CCOC(=O)Cc1csc(SC(C)C(=O)NCC(=O)Nc2ccc(F)c(F)c2F)n1 (centres undefined) | -2% | -7% | 4.3% | 4% | 19%
Cc1ccccc1-n1c(SCC(=O)N2CCCC2)nnc1-c1ccccn1 | 2% | -5% | 1.0% | 4% | 3%
COc1ccc(OC)c(CN2CCN(Cc3cc(OC)c(OC)c(OC)c3)CC2)c1 | -3% | -8% | i | -5% | -3%
CN(C(=O)c1ccc(NC(=O)Cc2ccc(NC(=O)C3CCN(C(=O)CCc4ccccc4)CC3)cc2)cc1)C1CCCC1 | / | / | 0.0% | / | -25%
O=C(O)c1cccc(NC(=S)NC(=O)c2ccc(-c3ccccc3)cc2)c1 | 14% | 23% | 1.3% | 6% | -18%
COc1ccc(N2CCN(C(=O)CCCCn3c(=O)[nH]c4ccsc4c3=O)CC2)cc1 | 7% | 23% | 1.0% | -9% | -11%
Cc1cccc(N2CCN(c3nc4ccccc4n4cnnc34)CC2)c1C | 14% | -18% | 1.1% | / | -2%
N/C(=N\OC(=O)/C=C/c1ccccc1)c1ccccc1 | 3% | 7% | 0.2% | 1% | -9%
Cc1nnsc1C(=O)Nc1ccc(S(=O)(=O)N2CCCC(C)C2)cc1 (centres undefined) | 1% | 5% | 1.2% | -18% | 4%
COc1ccc(OC)c(S(=O)(=O)N2CCN(c3ncccn3)CC2)c1 | -1% | -8% | i | -1% | -10%
COc1ccc(N2CCN(C(=O)CSc3nnc(COc4cccc5cccnc45)o3)CC2)cc1 | -4% | 16% | 1.4% | 8% | -1%
Cc1csc(NC(=O)c2ccc3ccccc3n2)n1 | ? | ? | i | 0% | -9%
CC1CN(S(=O)(=O)c2cc(C(=O)NCCC3=CCCCC3)ccc2Cl)CC(C)O1 (centres undefined) | -1% | 29% | 1.0% | 5% | -12%
CC(C)(C)c1cc(=O)n2[nH]c(N)nc2n1 | -5% | -3% | 0.5% | -4% | 9%
CCCCSc1nc(C)nc2c1c(=O)n(C)c(=O)n2C | -4% | 2% | 0.4% | -2% | -2%
C/C(=C\C(=O)c1ccc(Br)cc1)NCc1ccc2c(c1)OCO2 | -2% | 36% | 4.3% | 3% | 5%
C=CCN=C1CC(C)(C)C(C(=O)OC)C(O)=C1C(=O)CCC (centres undefined) | -7% | -23% | 0.4% | 2% | -1%
CCn1c(CNC(=O)c2ccc(OC)c(OC)c2)nnc1SCC(=O)Nc1ccc(OC)cc1 | -6% | 3% | 0.5% | -5% | -3%
CCOC(=O)C(C)Sc1ncc(-c2ccc(Cl)cc2)cn1 (centres undefined) | ? | ? | i | -12% | -11%
CN(C)CCCCOc1ccc(F)cc1 | -4% | -1% | 3.4% | 0% | 3%
Cc1ccc2nc(Nc3nc(C)cc(-c4ccccc4)n3)[nH]c(=O)c2c1 | 9% | 5% | 4.2% | 22% | 19%
COc1cccc(NC(=O)C2C3CCC4C(CCC32)C4(Cl)Cl)c1 (centres undefined) | 0% | 14% | 11% | -4% | -2%
O=C(O)C1CC=CCC1C(=O)NC1CCCCC1 (centres undefined) | -1% | -11% | 0.6% | 7% | -82%
COc1ccc(CN2CCCC(CNC(=O)c3ccc(F)cc3)C2)c(F)c1 (centres undefined) | 2% | -16% | 0.9% | 4% | -10% | inhibitors of VEEV 10K pilot screen=0.6
CCSc1nnc(NC(=O)/C=C/c2ccco2)s1 | 2% | -9% | 2.3% | 0% | 0%
Cc1ccccc1-c1nc(CN2CCC(C(=O)NCc3cccs3)CC2)c(C)o1 | 6% | 15% | 1.2% | 7% | 1%
COc1ccc(N(CC(=O)NC2CCCCCCC2)S(=O)(=O)c2c(C)nn(C)c2C)cc1 | -11% | 17% | i | -5% | 0%
CCOc1ccccc1NC(=O)Cn1nnc(-c2ccc(OCC)c(OCC)c2)n1 | -9% | -7% | i | -2% | 3%
COc1cccc(C(=O)Nc2cc(C(F)(F)F)ccc2Cl)c1 | -2% | 8% | i | -6% | 3%

Of the compounds above, these have a COOH group.
SMILES | H37Rv inhibition | tuberculosis growth | inhibitors of VEEV | Salmonella PhoP GFP | influenza NS1A | others
COc1ccc(C2=NN(c3ccc(C(=O)O)cc3)C(c3ccc(OC)c(OC)c3)C2)cc1 (centres undefined) | 6% | -6% | i | -5% | -26%
O=C(O)c1cccc(NC(=S)NC(=O)c2ccc(-c3ccccc3)cc2)c1 | 14% | 23% | 1.3% | 6% | -18%
O=C(O)C1CC=CCC1C(=O)NC1CCCCC1 (centres undefined) | -1% | -11% | 0.6% | 7% | -82%

Next structures
SMILES | H37Rv inhibition | tuberculosis growth | inhibitors of VEEV | Salmonella PhoP GFP | influenza NS1A | others
O=C(Nc1ccc(F)cc1F)C1CCN(C(=O)c2ccc(Br)cc2)CC1 | 5% | 49% | 1.3% | 1% | -3%
COC(CNC(=O)CN1CCN(Cc2ccccc2F)C1=O)OC | -11% | 4% | i | 7% | -6%
O=C(CSC1=NC2(CCCCCC2)N=C1c1ccccc1)Nc1ccc2c(c1)OCCO2 | -2% | 58% | 0.9% | -1% | 4%
Cc1cc(C)n(Cc2ccccc2)c(=O)c1S(=O)(=O)c1ccccc1 | 8% | 7% | 0.7% | -7% | -10%
O=C(c1ccc(NC(=S)NCc2ccc(Cl)cc2)cc1)N1CCCCC1 | -4% | ? | i | 4% | -4%
O=C(Nc1nc2ccccc2n1Cc1ccccc1)c1ccco1 | ? | ? | 0.1% | -8% | -19%
O=C(NCCCN1CCOCC1)c1ccc(N2CCCC2)c([N+](=O)[O-])c1 | -4% | -3% | 0.9% | -1% | 3%
CC(C)CC(CO)N1CCN(C(=O)c2cccc(C(F)(F)F)c2)CCC1=O (centres undefined) | 0% | -15% | 0.3% | 1% | -3%
OCC1OC(Oc2c(Br)cc(Br)cc2Br)C(O)C(O)C1O (centres undefined) | / | / | i | / | -7%
CCOC(=O)c1c(NC(=O)CC2SC(=NC)N(C)C2=O)sc(C)c1C (centres undefined) | -5% | 7% | 2.0% | 8% | -4%
COc1ccc(C(=O)Nc2ccc(S(=O)(=O)N3CCCC3)cc2)cc1[N+](=O)[O-] | 7% | 8% | 1.3% | -10% | -7%
COc1ccc(Cc2nn3c(-c4cc(OC)c(OC)c(OC)c4)nnc3s2)cc1 | -5% | 11% | 6.7% | -2% | 2%
O=C(c1cccnc1)N1CCN(C/C=C/c2ccccc2)CC1 | -2% | -3% | i | 3% | 0%

By substructure: the entries above containing a Cl atom.
SMILES | H37Rv inhibition | tuberculosis growth | inhibitors of VEEV | Salmonella PhoP GFP | influenza NS1A | others
CCOc1ccc(N2C(=O)C(Cl)=C(N3CCOCC3)C2=O)cc1 | 53% | ? | i | -2% | 5%
COc1ccccc1N1CCN(C(=O)COc2ccc(Cl)cc2Br)CC1 | 24% | 12% | 5.1% | -5% | -14%
O=S(=O)(Nc1ccc(Cc2ccncc2)cc1)c1ccc(Cl)c(Cl)c1 | -4% | 21% | i | 4% | -1% | inhibitors of VEEV 10K pilot screen=1.2
N#Cc1nc(-c2ccccc2Cl)oc1NCc1ccco1 | -2% | 0% | i | -8% | 1%
O=C(Nc1ccc2c(c1)CCC2)c1c(F)cccc1Cl | -5% | 2% | 2.4% | 2% | 2%
O=C1CC(N2CCN(CCc3ccccn3)CC2)C(=O)N1c1ccc(Cl)cc1 (centres undefined) | -5% | 31% | i | -3% | 19%
CN(CC(=O)Nc1c(Cl)cccc1Cl)C(=O)c1cccc(-n2cccc2)c1 | 3% | 26% | 1.9% | -4% | -11%
O=C(NCc1ccc(Cl)cc1)c1cccnc1 | 1% | 58% | 0.7% | -3% | 10%
N#CC(c1cccc(Cl)c1)c1ccc2c(C(F)(F)F)cc(C(F)(F)F)nc2n1 (centres undefined) | 99% | ? | 13% | 13% | 21%
CC1CN(S(=O)(=O)c2cc(C(=O)NCCC3=CCCCC3)ccc2Cl)CC(C)O1 (centres undefined) | -1% | 29% | 1.0% | 5% | -12%
CCOC(=O)C(C)Sc1ncc(-c2ccc(Cl)cc2)cn1 (centres undefined) | ? | ? | i | -12% | -11%
COc1cccc(NC(=O)C2C3CCC4C(CCC32)C4(Cl)Cl)c1 (centres undefined) | 0% | 14% | 11% | -4% | -2%
COc1cccc(C(=O)Nc2cc(C(F)(F)F)ccc2Cl)c1 | -2% | 8% | i | -6% | 3%
O=C(c1ccc(NC(=S)NCc2ccc(Cl)cc2)cc1)N1CCCCC1 | -4% | ? | i | 4% | -4%
